Tau ThT inhib – blocks human tau fibril formation measured by thioflavin T. P10636. recombinant tau K18 P301L (four-repeat tau fragment), heparin-induced fibrillization, ThT fluorescence. Potency, µM (titrated, usually from 57.4 µM), inactives show at the highest dose activity, negative = inhibition, usual class: inhibitors. 270,000 tested, 2.1% active. AID 1460; further: on the % scale 0 is the no-effect control and ±100 the full control effect; nearly all actives have a fitted effect of over 55% in size
Target sequence (P10636 561-689 P618L limits assumed): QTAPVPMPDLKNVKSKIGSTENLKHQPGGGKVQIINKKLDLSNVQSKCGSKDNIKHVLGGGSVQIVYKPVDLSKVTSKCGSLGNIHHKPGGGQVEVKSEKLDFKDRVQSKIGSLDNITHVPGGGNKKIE
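Heparin-induced fibrillization of the P301L-mutant K18 repeat-domain fragment of human tau was followed by ThT binding in quantitative high-throughput format.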
L3MBTL1 inh – L3MBTL1 (human) inhibition; Q9Y468; AlphaScreen L3MBTL1–H3K9me1 peptide binding; Potency, µM (doses to about 57.1 µM), without a hit: at the highest dose activity, negative = inhibition, usual class: inhibitors; 230,000 tested, 0.66% active; further: on the % scale 0 is the no-effect control and ±100 the full control effect; nearly all actives have a fitted effect of over 60% in size
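L3MBTL1 (50 nM) pre-complexed 30 min with biotinylated H3(1-15)K9me1 peptide (75 nM), then compounds added for 30 min at room temperature; AlphaScreen streptavidin donor/nickel chelate acceptor beads (10 ug/mL final) read after 30 min dark incubation.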
Luc counter – blocks Kinase-Glo luciferase, a counter-screen artifact | Q27757 | Kinase-Glo luciferase, ATP luminescence, 8 min | Potency, µM (top dose mostly 38.3 µM), without a hit: at the highest dose activity change, negative = inhibition, hits mostly inhibitors | 200,000 tested, 0.28% active | AID 1379; further: on the % scale 0 is the no-effect control and ±100 the full control effect; nearly all actives have a fitted effect of over 60% in size
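Inhibition of Kinase-Glo luciferase light generation was assessed at 10 uM ATP in pH 7.2 imidazole buffer, with luminescence measured after eight minutes at ambient temperature.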
RECQ1 helicase – RECQ1 (human) helicase inhibition; P46063; RECQ1 DNA unwinding, red fluorescence kinetic read; Potency, µM (doses to about 57.3 µM), for inactives: at the highest dose activity, negative = inhibition, most hits filed as inhibitors; 240,000 tested, 0.54% active; AID 2549;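 further: plate controls were vehicle for no effect and no enzyme for full effect; nearly all actives have a fitted effect of over 30% in size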
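50 nM RECQ1T1 preincubated 15 min with compound in Tris pH 8.0 buffer with MgCl2, DTT, Tween-20 and 2.5 ug/ml poly(dI-dC); started with 200 nM TAMRA/BHQ-2 forked duplex and 2 mM ATP. Unwinding read as fluorescence (525/598 nm), two reads 2 h apart.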
LMNA splice mod – modulators of lamin A splicing. HeLa LMNA splicing GFP/RFP minigene ratio, 48 h. Potency, µM (top dose mostly 46.1 µM), for the others: at the highest dose ratio change, negative = inhibition, usual class: inhibitors. 200,000 tested, 0.01% active; active means well fitted inhibition curve with a large enough effect in the signal ratio, with a control signal flat, not every such curve was filed as active; inconclusive means small, poorly fitted or top-dose-only effect, or effect the other way, or a change in a side signal; the % refers to the signal ratio; further: on the % scale 0 is the no-effect control and ±100 the full control effect
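Read-out is the ratio of GFP to DsRed2 object intensity, acquired by 488 nm laser-scanning cytometry on HeLa lamin A-EGFP minigene reporter cells. Compound incubation 48 hrs at 37 °C in Opti-MEM with 2% FBS; DMSO 0.5% final.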
ALDH1A1 block – blocks purified human ALDH1A1 activity; P00352; Potency, µM (titrated, usually from 75.3 µM), inactives show top-dose activity, negative = inhibition, actives largely listed as inhibitors; Purified ALDH1A1, NADH fluorescence, propionaldehyde substrate; 220,000 tested, 7.3% active; active means well fitted inhibition curve with a large enough effect, not every such curve was filed as active; inconclusive means small, poorly fitted or top-dose-only effect, or another doubt; inactive means no such curve, though single readings can be large or run the other way;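 further: plate controls were no enzyme wells and a reference inhibitor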
Target sequence (P00352 whole entry, looked up): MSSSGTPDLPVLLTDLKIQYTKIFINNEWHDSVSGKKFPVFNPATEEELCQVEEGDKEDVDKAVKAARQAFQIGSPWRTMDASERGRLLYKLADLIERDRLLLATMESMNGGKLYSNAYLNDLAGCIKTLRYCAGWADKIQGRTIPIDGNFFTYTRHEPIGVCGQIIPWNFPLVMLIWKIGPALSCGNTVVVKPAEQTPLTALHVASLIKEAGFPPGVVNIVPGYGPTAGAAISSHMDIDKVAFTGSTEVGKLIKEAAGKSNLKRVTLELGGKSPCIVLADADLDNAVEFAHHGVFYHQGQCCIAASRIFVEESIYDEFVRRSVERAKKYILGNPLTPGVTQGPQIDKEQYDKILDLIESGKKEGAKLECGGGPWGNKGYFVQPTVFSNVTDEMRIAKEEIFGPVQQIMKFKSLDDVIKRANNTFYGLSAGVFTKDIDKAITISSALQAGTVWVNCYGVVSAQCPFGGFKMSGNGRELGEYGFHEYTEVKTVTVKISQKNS
KDM4E inh – inhibitors of human JMJD2E histone demethylase; JMJD2E catalytic domain, FDH-coupled NADH fluorescence (FDH is formaldehyde dehydrogenase); Potency, µM (series often up to 57.1 µM), for the others: at the highest dose activity change, negative = inhibition, usual class: inhibitors; 230,000 tested, 1.6% active; active means well fitted inhibition curve with a large enough effect, not every such curve was filed as active; inconclusive means small, poorly fitted or top-dose-only effect, or another doubt; inactive means no such curve, though single readings can be large or run the other way;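 further: 0% = wells with enzyme and -100% = buffer wells without enzyme; nearly all actives have a fitted effect of over 50% in size; many of its hits are not listed in these tables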
Target sequence (B2RXH2 1-337 limits assumed): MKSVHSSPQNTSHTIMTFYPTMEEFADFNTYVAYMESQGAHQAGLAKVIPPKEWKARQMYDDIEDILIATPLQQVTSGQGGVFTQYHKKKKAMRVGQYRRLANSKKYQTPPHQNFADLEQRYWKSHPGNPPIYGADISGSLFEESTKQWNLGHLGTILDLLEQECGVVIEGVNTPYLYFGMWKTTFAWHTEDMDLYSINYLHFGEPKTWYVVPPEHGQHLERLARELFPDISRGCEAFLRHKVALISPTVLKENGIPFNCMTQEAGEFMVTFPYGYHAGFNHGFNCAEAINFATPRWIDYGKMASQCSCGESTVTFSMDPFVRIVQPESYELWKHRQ
SMN2 splice up – SMN2 splice variant enhancement; HEK293 SMN2-luciferase splicing reporter, luminescence, 30-36 h; Potency, µM (titrated, usually from 46.1 µM), without a hit: at the top dose activity change, positive = activation, most hits filed as activators; 210,000 tested, 2.8% active; further: % of control where 0% means no effect; nearly all actives have a fitted effect of over 55% in size
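HEK293 cells carry an SMN2 minigene-luciferase reporter in which exon 7 inclusion puts luciferase in frame. Cells were seeded at 2000 cells/well, attached for 10-12 hours, then exposed to compounds for 30-36 hours at 37C before ONE-Glo luminescence.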
The depositor's hits bear a star; i = inactive; u = inconclusive; x = no result given; [ ] = dose if it differs, or a comment. Unless noted, the call rests on the fitted dose curve; in most records, active means well fitted curve in the direction sought with a large enough effect; inconclusive means small, poorly fitted or top-dose-only effect, or another doubt; inactive means no such curve, though single readings can be large; an effect the other way counts as inactive or inconclusive. Potency means the concentration at half of the fitted maximal effect. Not all compounds are listed (hit frequency here may not be typical).

| structure | Tau ThT inhib | L3MBTL1 inh | Luc counter | RECQ1 helicase | LMNA splice mod | ALDH1A1 block | KDM4E inh | SMN2 splice up |
| --- | --- | --- | --- | --- | --- | --- | --- | --- |
| CN(C)C(=O)COC(=O)c1ccccc1Nc1ccc(SC(F)F)cc1 | 3% | 70%[activator] | -13% | -3% | u | u | -6% | 13µM* |
| CCCNC(=O)c1noc2c1CCc1ccccc1-2 | -2% | 6% | 0% | 7% | -7% | -15% | -6% | 16µM* |
| Cc1ccc(OCCN2C(=O)OC(C)(C)C2(C)O)cc1 (stereo unspecified) | u | 2% | x | -6% | 3% | u | -8% | x |
| CCOc1ncccc1C(=O)OCC(=O)c1ccc(Cl)s1 | 0% | 3% | -11% | i | -1% | u | -25% | -3% |
| Cc1onc(-c2ccccc2)c1C(=O)N/N=C(\N)COc1ccc(Cl)cc1 | -19% | -12% | 4% | 1% | -25% | 2% | u | -8% |
| CCC(C(=O)NCc1ccccc1OC)c1ccccc1 (stereo unspecified) | -3% | 2% | -2% | i | x | -7% | 2% | 3% |
| CC(=O)NC1=NN(C(C)=O)C(c2ccccn2)S1 (stereo unspecified) | -14% | 11% | 5% | i | -8%[46 µM] | -5% | -4% | x |
| N#Cc1c(/N=C/c2cc3ccccc3s2)sc2c1CCC2 | 1.3µM* | -21% | -2% | -6% | -8% | 25µM* | u | 10µM* |
| Cc1ccc(C(=O)N2CCN(c3ccc(NC(=O)CSc4ccc(Cl)cc4)cc3)CC2)cc1 | 1% | -6% | 2% | -10% | u | u | 7% | -30%[inhibitor] |
| O=C(CNCCC1=CCCCC1)Nc1ccccc1N1CCCCC1 | -10% | 16% | 7% | 0% | 12% | 9.5µM* | 10% | -83% |
| CCCn1c(SCCc2ccccc2)nc2c1c(=O)[nH]c(=O)n2C | -16% | -8% | -1% | i | 1% | u | -1% | -6% |
| COc1ccc(/C=N/NC(=O)CNC(=O)c2ccc(S(=O)(=O)N3CCCC3)cc2)c(OC)c1 | -7% | -16% | 5% | -22% | u | u | -6% | 3% |
| Cc1cc(C)n(C(=O)c2ccc(S(=O)(=O)N3CCCC3)cc2)n1 | 3% | x | -3% | -2% | 2% | -6% | 9% | 6% |
| COc1nnc(-c2ccc(N3CCOCC3)c(NC(=O)C3CCCCC3)c2)c2ccccc12 | -12% | 6% | 7% | i | -1% | 0% | 5% | -14% |
| Cc1ccccc1C1CC(c2cccs2)=NN1S(C)(=O)=O (stereo unspecified) | 1% | u | -7% | i | u | -4% | -3% | 11% |
| COC(=O)c1cccnc1-n1c(=O)c2cccnc2n(Cc2cccc([N+](=O)[O-])c2)c1=O | -8% | x | 2% | 4% | x | 1% | 13% | -17% |
| CSc1nc(Oc2cccc(C(F)(F)F)c2)cc(C(F)(F)F)n1 | 3% | -3% | -7% | 0% | 10% | 2% | -5% | 12% |
| COc1ccc(C(=O)NCc2ccc(-c3nc4ccccc4s3)cc2)cc1OC | -18% | x | -4% | -10% | 1% | -8% | u | -21% |
| CCC1(c2ccccc2)NC(=O)N(Cc2cccc([N+](=O)[O-])c2)C1=O (stereo unspecified) | -4% | -4% | 3% | -1% | u | 6% | 0% | -13% |
| CCOC(=O)C1=C(C)N=C2c3ccccc3C(=O)C2C1c1ccccc1 (stereo unspecified) | u | -11% | -6% | -2% | 3% | 9% | -2% | 2% |
| CCCOC(=O)CCCCC1SCC(NC(=O)OC)C1NC(=O)OC (stereo unspecified) | -1% | -3% | 10% | -6% | 1% | u | -4% | -6% |
| CC(C)Oc1ccc(/C(O)=C2/C(=O)C(=O)N(CCCn3ccnc3)C2c2cccnc2)cc1 (stereo unspecified) | -4% | 17% | x | -8% | -10% | 9% | -3% | x |
| Cc1ccc(C2=NN(C(=O)CCCC(=O)O)C(c3ccco3)C2)cc1 (stereo unspecified) | -8% | -1% | -3% | 18% | 13%[46 µM] | -1% | -7% | -6% |
| c1ccc2c(c1)ncn2-c1ccc(-c2ccnc3ncnn23)cc1 | u | -12% | 1% | -11% | -13%[46 µM] | u | u | -5% |
| Cc1ccc(OCC(O)Cn2c(=N)n(CCN3CCCCC3)c3ccccc32)cc1 (stereo unspecified) | u | -7% | 0% | i | u | u | -1% | -36%[inhibitor] |
| COC(=O)[C@@]1(Cc2ccc(F)cc2)[C@H]2c3cc(C(=O)N(C)C)n(Cc4ccc(S(C)(=O)=O)cc4)c3C[C@H]2CN1C(=O)c1ccccc1 | -13% | x | -1% | -1% | x | u | u | -13% |
| Cc1cc(N2C(=O)CC(Cc3ccccc3)C2=O)no1 (stereo unspecified) | -6% | -2% | -7% | -4% | 8% | 2% | -8% | -3% |
| CC1CC(=O)NN=C1c1ccc(N(C)C)c([N+](=O)[O-])c1 (stereo unspecified) | -25% | -11% | -1% | -5% | -6% | u | -2% | -4% |
| CCCCn1nc(-c2ccccc2)c2nc3ccccc3nc21 | u | 28% | -6% | i | 12% | 6% | 2% | -4% |
| CC(=O)NCCOc1nc(N(C)C)nc(N(C)C)n1 | 3% | 1% | 1% | 0% | 4% | 7% | -3% | u |
| CN(/N=C/c1ccc(C(C)(C)C)cc1)C1=NCCN1 | 1% | -15% | 0% | i | x | u | -32% | -19% |
| Cc1occc1-c1nnc(SCC(=O)N(C)CCC#N)n1N | -6% | x | 1% | -6% | 9% | 1% | 1% | -16% |
| CC1=CC(C)C(C(=O)O)C(C(=O)N2CCN(C)CC2)C1 (stereo unspecified) | 7% | -3% | -3% | i | x | 9% | -18% | x |
| N#Cc1cc(Cl)c(N2CCOCC2)cc1C#N | 2% | x | -4% | i | 0% | 15% | -2% | -7% |
| CCOc1cc(CNn2nnnc2N)cc(Cl)c1OCC(=O)NC(C)(C)C | -11% | 1% | -2% | 0% | 2% | 3% | 10% | -1% |
| CN(C)c1ccc(NC(=O)CC(NCc2ccccn2)C(=O)O)cc1 (stereo unspecified) | u | 13µM* | -6% | i | -3% | u | 4% | u |
| Cc1c(F)cccc1NS(=O)(=O)c1ccc2c(c1)NC(=O)CO2 | 3% | 18% | -1% | -9% | x | 10% | -1% | -1% |
| COc1ccc(C2=NOC(C(=O)O)C2)cc1 (stereo unspecified) | -3% | x | -2% | -11% | 3% | 3% | 1% | 5% |
| COC(=O)C1=C(C)N=C2SC(C)C(=O)N2C1/C=C/c1ccccc1 (stereo unspecified) | -4% | -1% | -3% | -3% | 0% | u | -2% | 18% |
| NC(N)=NC(N)=Nc1ccc(O)cc1 | -8% | -4% | x | -3% | x | 5% | 6% | x |

Sorted by length of the SMILES (descending): part of the list above.
| structure | Tau ThT inhib | L3MBTL1 inh | Luc counter | RECQ1 helicase | LMNA splice mod | ALDH1A1 block | KDM4E inh | SMN2 splice up |
| --- | --- | --- | --- | --- | --- | --- | --- | --- |
| CC1CC(=O)NN=C1c1ccc(N(C)C)c([N+](=O)[O-])c1 (stereo unspecified) | -25% | -11% | -1% | -5% | -6% | u | -2% | -4% |
| CCCCn1nc(-c2ccccc2)c2nc3ccccc3nc21 | u | 28% | -6% | i | 12% | 6% | 2% | -4% |
| N#Cc1cc(Cl)c(N2CCOCC2)cc1C#N | 2% | x | -4% | i | 0% | 15% | -2% | -7% |

(further entries)
| structure | Tau ThT inhib | L3MBTL1 inh | Luc counter | RECQ1 helicase | LMNA splice mod | ALDH1A1 block | KDM4E inh | SMN2 splice up |
| --- | --- | --- | --- | --- | --- | --- | --- | --- |
| O=[N+]([O-])c1ccc(NC(=S)NCC(c2cccnc2)N2CCOCC2)cc1 (stereo unspecified) | u | x | x | -16% | x | u | -6% | x |
| Cc1cc2ccccn2c1C(=O)Nc1cccc(Cl)c1 | u | 40%[activator] | -3% | -8% | -5%[46 µM] | u | u | 27% |
| CC(=O)C1=C(C)NC(SCc2cccc([N+](=O)[O-])c2)=C(C#N)C1c1ccco1 (stereo unspecified) | -12% | -24% | -4% | 0% | 10% | u | -2% | 6% |
| CC(C)(C)NC(=O)C[n+]1ccc(C(N)=O)cc1 | -6% | x | 2% | -3% | x | -5% | 9% | -7% |
| O=c1ccn(-c2ccccc2)[nH]1 | -2% | x | 1% | -7% | u | -1% | -4% | -8% |
| CC(C)Oc1cc(S(=O)(=O)N2CCCCC2)ccc1N | -7% | -6% | 2% | -9% | -12%[46 µM] | 0% | 6% | -11% |
| O=C(NCCCn1ccnc1)C(=O)NCC(c1cccnc1)N1CCN(c2ccc(F)cc2)CC1 (stereo unspecified) | 4% | -17% | 3% | -1% | -5% | 12% | 1% | -37% |
| CC1CCCC(C)N1C(=O)COC(=O)CCc1nc2ccccc2c(=O)[nH]1 (stereo unspecified) | -4% | 4% | -2% | -16% | -5% | -15% | -3% | -1% |
| O=C1CC(SCCO)C(=O)N1c1ccc(Oc2ccccc2)cc1 (stereo unspecified) | -15% | 1% | 2% | i | -7% | 14µM* | -3% | 9% |
| COc1ccc(NC(=O)c2cccc(S(=O)(=O)Nc3ccc(Br)cc3)c2)cn1 | 0% | 0% | 6% | -13% | u | -7% | -6% | -52%[inhibitor] |
| CCOC(=O)CNC(=O)COc1ccc(Cl)cc1Br | -6% | 18%[11.4 µM] | 1% | 0% | 4% | 1% | 8% | 10% |
| COC(=O)C1=CN(C2CC2)C=C(C(=O)OC)C1c1ccc(C(=O)OC)cc1 | 1% | 26% | 1% | 2% | 10% | u | u | 5% |
| COc1ncccc1-c1nnn(-c2ccc(Cl)c(Cl)c2)n1 | u | 19% | x | -16% | x | 0% | -11% | x |
| N/C(CS(=O)(=O)c1ccccn1)=N\OC(=O)c1ccc(Cl)cc1 | -11% | 6% | x | -2% | x | x | 5% | x |
| COc1cccc(C2=NOC(C(=O)NC3CCCCC3)C2)c1 (stereo unspecified) | -2% | 28% | -1% | i | u | u | 4% | -5% |
| COc1ccc(N2CCN(C(CNC(=O)c3ccc4c(c3)OCO4)c3cccnc3)CC2)cc1 (stereo unspecified) | -6% | -6% | -4% | -9% | 4% | 6% | 2% | -10% |
| Cc1cccc(N2C(=O)C3CC3C2=O)c1 (stereo unspecified) | -6% | 10% | -2% | i | u | 9% | 1% | 2% |

Assay outcomes (PubChem)
